High-throughput results deposited in PubChem BioAssay by Sanford-Burnham Center for Chemical Genomics.
mIAP activ – activators of mouse IAP, primary screen, biochemical, luminescence, uHTS. muIAP, CDP-Star luminescence, 30 min; active compounds read high; 1 = vehicle-only enzyme signal, 0 = enzyme-free wells. intestinal alkaline phosphatase [Mus musculus]. activation factor at 10 µM. hit rate 0.24% among 330,000. AID 2805, 2010;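 active = activation factor of at least 2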; also: the source names both 10 and 20 µM as test concentration; values of inactives mirror those of a sister screen read the other way
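also added = chemiluminescent substrate CDP-Star | test system = mouse IAP enzyme | signal = chemiluminescence readout | compound = DMSO-dissolved test compounds | incubation = 30 min at room temperature | benchmarks = DMSO wells, no-enzyme wells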
hIAP inh – human IAP inhibitors, primary screen, biochemical, luminescence, uHTS; purified IAP, CDP-Star luminescence, 30 min; inhibition, % at 10 µM; hit rate 0.12% among 330,000;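 active = inhibition reaching a set limit with compound at 10 µM in the primary screen, cut at about 35% in these data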;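 also: plate controls were DMSO wells with enzyme for no effect and no-enzyme buffer wells for full effect; values of inactives mirror those of a sister screen read the other way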
Target sequence (P09923 whole entry, looked up): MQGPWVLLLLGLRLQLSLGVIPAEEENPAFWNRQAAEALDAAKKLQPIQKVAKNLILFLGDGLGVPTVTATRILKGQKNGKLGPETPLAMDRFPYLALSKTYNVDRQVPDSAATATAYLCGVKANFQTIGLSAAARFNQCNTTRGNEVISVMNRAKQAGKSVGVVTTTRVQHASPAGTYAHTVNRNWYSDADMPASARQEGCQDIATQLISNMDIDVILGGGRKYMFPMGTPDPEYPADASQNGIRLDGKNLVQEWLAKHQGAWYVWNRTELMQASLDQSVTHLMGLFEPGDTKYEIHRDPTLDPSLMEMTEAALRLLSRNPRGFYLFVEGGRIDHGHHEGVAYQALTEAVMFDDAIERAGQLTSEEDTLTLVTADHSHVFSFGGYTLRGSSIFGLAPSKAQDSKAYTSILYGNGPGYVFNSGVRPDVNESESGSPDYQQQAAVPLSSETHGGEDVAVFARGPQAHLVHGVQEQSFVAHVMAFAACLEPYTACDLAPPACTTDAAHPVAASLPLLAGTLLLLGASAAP
A3A deaminase – APOBEC3A ssDNA deaminase inhibitors, primary screen, selectivity assay for APOBEC3G inhibitor project, biochemical, FAM/TAMRA oligo cleavage fluorescence. DNA dC->dU-editing enzyme APOBEC-3A (Homo sapiens), P31941. recombinant A3A, FAM/TAMRA ssDNA deamination fluorescence. inhibition, % at 20 µM. hit rate 0.41% among 330,000;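 active = at least 40% inhibition at 20 µM here, with at most 30% in a related deaminase screen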;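 also: plate controls were A3A with DMSO for no effect and wells lacking A3A enzyme for full effect; some results filed as inactive read as strong as hits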
Target sequence (P31941 whole entry, looked up): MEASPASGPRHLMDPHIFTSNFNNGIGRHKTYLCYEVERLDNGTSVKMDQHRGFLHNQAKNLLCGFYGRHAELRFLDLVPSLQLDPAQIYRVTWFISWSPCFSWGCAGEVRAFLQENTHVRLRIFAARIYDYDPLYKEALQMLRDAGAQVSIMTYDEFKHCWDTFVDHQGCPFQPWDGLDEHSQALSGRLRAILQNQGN
ATG4B inhibitor – ATG4B protease inhibitors, primary screen, biochemical, fluorescence, uHTS; ATG4B cleavage of LC3-PLA2, NBD-HPC fluorescence, 1 h; Cysteine protease ATG4B (Homo sapiens), Q9Y4P1; inhibition, % at 8.33 µM; hit rate 0.51% among 340,000; in the data active = inhibition above about 40%
beta cell repl – inducers of MIN6 beta-cell proliferation, primary screen, ATP luminescence, uHTS; MIN6 cells proliferation, ATPlite luminescence, 48 h; cells starved in 0.2% serum; 100% = growth in 10% serum; proliferation, % at 10 µM; hit rate 0.29% among 330,000;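 active = compounds whose signal lies at least 3.5 SD above the mean of all wells on their plate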;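 also: 0% = DMSO-treated cells in low-serum medium and 100% = 10% serum control; some compounds called inactive have numbers as strong as hits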
MPTP inh – mitochondrial permeability transition pore inhibitors, primary screen, biochemical, isolated mouse mitochondria, absorbance; Ca2+ swelling absorbance, 30 min; inhibition, % at 10 µM; hit rate 1.4% among 360,000;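 active = inhibition of 50% or more, scaled per plate between neutral and stimulator controls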;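 also: 0% = DMSO wells given calcium and 100% = 1 mM EGTA wells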
mIAP block – inhibitors of mouse IAP, primary screen, biochemical, luminescence, uHTS | intestinal alkaline phosphatase [Mus musculus] | purified mouse IAP, CDP-Star luminescence, 30 min | inhibition, % at 10 µM | hit rate 0.2% among 330,000 | AID 2806, 2010;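 active = inhibition of at least 40% at 10 µM in the primary screen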;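 also: plate controls were DMSO with enzyme for no effect and no enzyme wells for full effect; values of inactives mirror those of a sister screen read the other way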
hIAP activ – human IAP activators, primary screen, biochemical, luminescence, uHTS | hit rate 0.16% among 330,000 | Intestinal-type alkaline phosphatase (Homo sapiens), P09923 | purified human IAP, CDP-Star luminescence, 30 min; active compounds read high; 1 = vehicle-only enzyme, 0 = enzyme-free background | activation factor at 10 µM;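 active = activation factor of the enzyme at least 2-fold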; also: the source names both 10 and 20 µM as test concentration; values of inactives mirror those of a sister screen read the other way
A3G deaminase – APOBEC3G DNA deaminase inhibitors, primary screen, biochemical, fluorescence, single-stranded DNA substrate, uHTS; DNA dC->dU-editing enzyme APOBEC-3G (Homo sapiens), Q9HC16; hit rate 0.28% among 330,000; AID 493012, 2011; inhibition, % at 20 µM; recombinant A3G, ssDNA deamination FAM/TAMRA fluorescence;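 active = inhibition of at least 40% at 20 µM, with no more than 30% in the related APOBEC3A deaminase screen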;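 also: plate controls were DMSO wells with A3G for no effect and wells lacking A3G enzyme for full effect; some compounds called inactive have numbers as strong as hits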
* marks the source's active call; other numbers are inactive results.

SMILES	mIAP activ	hIAP inh	A3A deaminase	ATG4B inhibitor	beta cell repl	MPTP inh	mIAP block	hIAP activ	A3G deaminase
CC(C)c1ccc(OCC(=O)NC(=S)Nc2ccc3c4c(cccc24)CC3)cc1	0.93	0	-4	1	0	8.9	7	1	-3
COCCn1nnnc1C(CC(C)C)N1CCN(c2ccccc2)CC1 (configuration not stated)	1	-4	4	5	1	-0.5	-2	1	5
CCN1CCCC1CN(Cc1cc2c(C)cc(C)cc2[nH]c1=O)C(=O)NC1CCCCC1 (configuration not stated)	0.96	-9	-2	-8	-3	-0.9	4	1.1	-5
CC(C)C[C@H](N)C(=O)N1CCC(C(=O)N[C@H](C(=O)NCc2ccc(F)cc2)C(C)C)CC1	1	-6	-5	-34	-3	0.0	-1	1.1	-9
Cc1cc(CSc2ccccc2)ccc1NC(=O)c1ccc(Cl)c([N+](=O)[O-])c1	0.9	8	1	-11	0	50	10	0.92	0
Nc1nnc(-c2cccc([N+](=O)[O-])c2)o1	0.98	2	-5	27	-4	0.2	2	0.98	3
COc1ccc(S(=O)(=O)CC(=O)c2cc3cc(Br)ccc3oc2=O)cc1	0.93	18	-1	10	-6	-1.7	7	0.82	-3
CN1CCN(c2ccc([N+](=O)[O-])c(-n3nc(-c4ccccc4)c4ccccc4c3=O)c2)CC1	0.91	10	-2	-2	0	1.5	9	0.9	3
CCOC(=O)c1ccc(NC(=O)CCc2nc(-c3ccc(Cl)cc3)no2)cc1	0.97	7	4	-12	-5	97*	3	0.93	1
O=C(O)C1CC(=O)N(c2ccc(OCc3ccccc3)cc2)C1 (configuration not stated)	1	-2	2	3	1	-1.8	-2	1	1
Cc1ccc(-c2c(C(=O)N/N=C/C3CCCCC3)nnn2-c2nonc2N)cc1	0.94	10	-2	0	2	-1.3	6	0.9	-3
COc1cc(C(O)P(=O)(OC2CCCCC2)c2ccc(N(C)C)cc2)cc(OC)c1OC (configuration not stated)	0.93	11	-3	1	-1	-1.4	7	0.89	-5
O=c1[nH]c(NCCO)c(N=Cc2ccccc2)c(=O)[nH]1	1	-6	-7	-6	-1	-1.8	-4	1.1	-5
O=C(Nc1nnc(S(=O)(=O)N2CCN(c3ccc(F)cc3)CC2)s1)c1ccco1	1	2	3	3	-3	0.5	-1	0.98	-1
O=[N+]([O-])c1ccc2nc(CN3CCCCC3)[nH]c2c1	0.97	-9	-5	-9	-1	-0.6	3	1.1	-6
COc1cc2ccccc2cc1C(=O)Nc1ccccc1Cl	0.94	-9	-1	-19	-7	4.3	6	1.1	0
Cc1ccc(NC(=O)CCn2c(=O)[nH]c3ccsc3c2=O)cc1	1	-15	1	1	-3	1.9	0	1.2	-7
CC1CCN(C(=O)CN2C(=O)NC(c3ccccc3)(c3ccccc3)C2=O)CC1	1	2	-2	0	4	-1.3	-1	0.98	-8
COc1cc(CNCCc2ccc(S(N)(=O)=O)cc2)ccc1OCc1ccc(Cl)cc1	0.96	-11	0	-30	-7	50*	4	1.1	-6
COc1ccc(C(=O)/C=C/N2CCCCC2)cc1OC	1	5	-3	6	-3	-0.1	-5	0.95	-5

Record cards, as listed above.
`O=[N+]([O-])c1ccc2nc(CN3CCCCC3)[nH]c2c1` in the list: mIAP activ = 0.97; hIAP inh = -9; A3A deaminase = -5; ATG4B inhibitor = -9; beta cell repl = -1; MPTP inh = -0.6; mIAP block = 3; hIAP activ = 1.1; A3G deaminase = -6
`COc1cc(C(O)P(=O)(OC2CCCCC2)c2ccc(N(C)C)cc2)cc(OC)c1OC` (configuration not stated) in the list: mIAP activ = 0.93; hIAP inh = 11; A3A deaminase = -3; ATG4B inhibitor = 1; beta cell repl = -1; MPTP inh = -1.4; mIAP block = 7; hIAP activ = 0.89; A3G deaminase = -5
`Cc1ccc(NC(=O)CCn2c(=O)[nH]c3ccsc3c2=O)cc1` in the list: mIAP activ = 1; hIAP inh = -15; A3A deaminase = 1; ATG4B inhibitor = 1; beta cell repl = -3; MPTP inh = 1.9; mIAP block = 0; hIAP activ = 1.2; A3G deaminase = -7

The list continues.
SMILES	mIAP activ	hIAP inh	A3A deaminase	ATG4B inhibitor	beta cell repl	MPTP inh	mIAP block	hIAP activ	A3G deaminase
CC(NC(=O)C(NS(=O)(=O)c1cccs1)C(C)C)c1ccc(S(N)(=O)=O)cc1 (configuration not stated)	0.95	5	-4	1	1	0.6	5	0.95	-9
O=C(CSc1ccccc1)N(c1ccc(Br)cc1)c1nccs1	0.84	-3	3	24	-1	0.4	16	1	-4
CC(NC(=O)c1ccc(Cl)cc1)c1nnc(SCc2ccc([N+](=O)[O-])cc2)n1C (configuration not stated)	0.83	5	6	-7	0	-5.1	17	0.95	-3
CS(=O)(=O)c1ccc(C(=O)Nc2cc(S(C)(=O)=O)ccc2Cl)cc1	1	7	2	3	0	-1.0	-3	0.93	-5
O=c1[nH]c(N/N=C/c2cc3c(cc2[N+](=O)[O-])OCO3)nc2ccccc12	0.89	9	44*	6	-1	2.1	12	0.91	16
C/C=C/Cn1c(Br)nc2c1c(=O)n(C)c(=O)n2C	1.1	-6	-1	1	-3	-1.4	-7	1.1	-7
Cc1cc(N/C=C/C(=O)c2cccs2)ccc1F	0.88	16	1	0	3	-1.8	12	0.84	-4
FC(F)(F)c1ccccc1NC(=S)NN1CCOCC1	0.89	-6	2	0	3	0.2	12	1.1	-9
Cc1cc(C)c(NC(=O)COC(=O)Cn2nc(-c3ccccc3)oc2=O)c(C)c1	1	4	-6	-2	-1	0.4	-1	0.96	-8
O=C(Nc1cc(N2CCCCC2)ncn1)c1ccccc1	0.89	20	-2	-6	-1	0.3	11	0.81	-5
COCCCN1CC(=O)N2C(c3ccc(C)cc3)c3[nH]c4ccccc4c3C[C@H]2C1=O (some centres not stated)	0.99	6	0	-11	-1	-0.9	1	0.94	-7
CCNC(=O)c1ccc(-n2nc(C)cc2-c2ccccc2)cc1	0.97	-8	3	9	-4	0.8	3	1.1	-1
CN(C)CC(O)CN(c1ccccc1)c1ccccc1 (configuration not stated)	1.2	-15	-5	4	1	1.0	-17	1.2	-8
CCN(CC)C(=O)CSc1nc2ccccc2c(=O)n1CC	1	2	-3	-2	0	-1.2	-4	0.98	-2
Fc1cccc(CN2CCN(Cc3nc(-c4cnccn4)no3)CC2)c1	0.99	24	-3	3	-2	0.6	1	0.76	-8
CCOc1ccc(C(=O)NCc2ccccc2OC)cc1	0.78	1	5	2	0	0.2	22	0.99	-4
Cc1cc(C)n(C(=O)CCCCCC(=O)n2nc(C)cc2C)n1	1.1	-9	-9	1	-1	2.1	-14	1.1	-8
CCOC(=O)c1ccccc1NS(=O)(=O)c1ccccc1F	0.99	-3	-3	1	0	1.4	1	1	-1
Cc1ccc(OCCOC(=O)c2cc(S(=O)(=O)N3CCCCC3)ccc2N2CCOCC2)cc1	0.96	4	-5	-15	-8	29	4	0.96	-7
O=Nc1c(O)n(Cc2ccc(Cl)cc2Cl)c2ccccc12	0.97	-2	-3	0	-6	13	3	1	-4
CCn1c(SCC(=O)Nc2nc(C)c(C)s2)nnc1-c1ccco1	0.98	-6	-8	-13	0	-1.6	2	1.1	-7
CC(=O)C1=C(O)C(=O)N(c2ccc(O)cc2)C1c1ccc([N+](=O)[O-])cc1 (configuration not stated)	1.1	8	2	1	-1	0.7	-9	0.92	-7
C=CCSc1nc(NC)c2sccc2n1	1.1	-2	-3	-2	1	2.7	-6	1	-6
O=C(CCl)Nc1ncc(S(=O)(=O)c2ccc([N+](=O)[O-])cc2)s1	0.9	-8	-4	-3	-7	0.6	10	1.1	-8
COc1ccccc1OCC(=O)OCC(=O)NC1CCCCC1	1	-27	5	-3	-5	-1.2	-4	1.3	1
COc1ccc(N(C(=O)c2ccncc2)S(=O)(=O)c2cccs2)cc1	1	5	-1	-2	0	0.0	-2	0.95	-4
COc1cc(C(=O)Oc2cc(N)n(S(=O)(=O)c3ccccc3)n2)cc(OC)c1OC	1	-8	0	-1	-2	-1.0	-5	1.1	-2
CCOC(=O)Nc1cc2c(cc1C(C)=O)OCO2	1	-26	1	0	0	0.1	-1	1.3	27
Cn1c(N)c(C(=O)CSc2n[nH]c(-c3ccccc3)n2)c(=O)n(C)c1=O	1.1	-14	-1	3	-1	0.2	-10	1.1	-6
O=C(NCc1ccc(Cl)cc1)N1CCN(S(=O)(=O)c2ccccc2)CC1	1.2	-10	3	-11	-2	-1.1	-23	1.1	-1
CCOC(=O)c1cccc(N2C(=O)c3ccccc3S2(=O)=O)c1	0.96	-6	38	-7	-2	0.0	4	1.1	6
CCN(CC)S(=O)(=O)c1cc(C(=O)OCC(=O)c2ccc3c(c2)NC(=O)CO3)ccc1F	0.94	-3	0	-20	-2	-1.3	6	1	-6
COc1ccc(C(=O)NCCS(=O)(=O)NCc2ccc3c(c2)OCO3)cc1	1	-8	-1	3	7	-1.0	0	1.1	-6
O=C(NNC(=O)c1ccc(SCC2CCCO2)c([N+](=O)[O-])c1)c1ccc(Cl)c([N+](=O)[O-])c1 (configuration not stated)	0.9	-22	-1	20	-2	0.1	10	1.2	-4
O=C(COC(=O)c1ccc(Cl)c([N+](=O)[O-])c1)Nc1ccccc1OC(F)F	0.86	6	1	8	-2	-4.8	14	0.94	-4
N#Cc1ccccc1OCCN1C(=O)c2ccccc2C1=O	1	-6	-4	4	1	-4.4	-2	1.1	-4
CCc1ccc(CNC(=O)C2CCCN(c3nc4ccccc4o3)C2)cc1 (configuration not stated)	1.1	-8	-6	1	-1	-1.3	-13	1.1	-4
CCn1c(Oc2ccccc2F)nc2c1c(=O)n(C)c(=O)n2C	1	-16	-3	-3	0	0.8	-3	1.2	-3

Quoted from above for reference:
SMILES	mIAP activ	hIAP inh	A3A deaminase	ATG4B inhibitor	beta cell repl	MPTP inh	mIAP block	hIAP activ	A3G deaminase
Cc1ccc(-c2c(C(=O)N/N=C/C3CCCCC3)nnn2-c2nonc2N)cc1	0.94	10	-2	0	2	-1.3	6	0.9	-3
COc1cc(C(O)P(=O)(OC2CCCCC2)c2ccc(N(C)C)cc2)cc(OC)c1OC (configuration not stated)	0.93	11	-3	1	-1	-1.4	7	0.89	-5

Three entries from above, ordered by length of the SMILES, ascending:
SMILES	mIAP activ	hIAP inh	A3A deaminase	ATG4B inhibitor	beta cell repl	MPTP inh	mIAP block	hIAP activ	A3G deaminase
COc1ccc(C(=O)NCCS(=O)(=O)NCc2ccc3c(c2)OCO3)cc1	1	-8	-1	3	7	-1.0	0	1.1	-6
O=C(COC(=O)c1ccc(Cl)c([N+](=O)[O-])c1)Nc1ccccc1OC(F)F	0.86	6	1	8	-2	-4.8	14	0.94	-4
CCN(CC)S(=O)(=O)c1cc(C(=O)OCC(=O)c2ccc3c(c2)NC(=O)CO3)ccc1F	0.94	-3	0	-20	-2	-1.3	6	1	-6
